Assay outcomes: PubChem, National Center for Advancing Translational Sciences (NCATS)
LDHA block: blocks human lactate dehydrogenase A; actives 0.15% (n = 480,000); activity change, % (values are at about 110 or 230 µM); purified LDHA, NADH/diaphorase-resazurin fluorescence; active compounds read low; P00338; in the data active = activity change below about -30%;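 also: plate controls were DMSO wells for no effect and wells without enzyme for full effect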
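Enzyme activity of human lactate dehydrogenase 5 (2 nM; 0.06 mM NADH, 0.2 mM pyruvate, 5 min, RT) is measured via a resazurin/diaphorase fluorescence readout of residual NADH.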
* marks the source's active call; other numbers are inactive results. These rows are one share of the data, so the mix of outcomes need not match the whole.

SMILES | LDHA block
CCOCCn1c(N2CCNCC2)nc2c1c(=O)[nH]c(=O)n2C | 6
Cc1ccc(OCC(=O)NCc2cccc(NC(=O)C3CC3)c2)c(Br)c1 | -1
CCCNC(=O)CN(C)Cc1ncc(-c2ccccc2)o1 | 2
CCCCNc1nc(-c2ccc(NC(=O)CC)cc2)cs1 | -1
CCc1ccc(S(=O)(=O)c2cn(CC(=O)Nc3ccccc3C)c3ccc(F)cc3c2=O)cc1 | 11
CC1(C)COCCN1C(=O)c1ccc(OCC2CCCO2)cc1 (centres undefined) | 1
Cn1nc(C(F)(F)F)c(Cl)c1C(=O)Nc1sc2c(c1C#N)CCCC2 | -24
O=C(N/N=C/c1ccc([N+](=O)[O-])s1)C1CCCCC1 | 0
CC1CCc2sc(C(=O)OCC(=O)c3ccc4c(c3)OCCO4)cc2C1 (centres undefined) | 8
CC(=O)c1cccc(Nc2nc(-c3ccc(C)cc3)nc3ccccc23)c1 | 1
CCCCCn1nc(C(=O)N(CCC(=O)OCC)CC2CC2)c2ccccc2c1=O | 8
C/C=C/Cn1c(SC(C)CC)nc2c1c(=O)[nH]c(=O)n2C (centres undefined) | -6
O=C(CSc1nc2cc(Cl)ccc2s1)NCCc1ccccc1 | 4
CCN(C(=O)c1cc2c(s1)CCC2)C1CC1 | 1
COCCCn1cc(CN2CC(N3CCN(Cc4cccc(C)c4)CC3)CS2(=O)=O)nn1 (centres undefined) | -2
CCCCC(=O)Nc1oc2c(C)cccc2c(=O)c1-c1cc(OC)c(OC)c(OC)c1 | -3
CC(Nc1ccc([N+](=O)[O-])cn1)c1ccc(C(F)(F)F)cc1 (centres undefined) | 6
CCCCC(=O)Nc1cccc(-c2nc3cc(C)ccc3o2)c1 | -6
COc1ccc(/C=C(/C#N)C(=O)Nc2cccc3ncccc23)cc1OC | 4
O=C(c1ccc(F)cc1Cl)N1CCN(c2cn[nH]c(=O)c2Cl)CC1 | 0
CC(=O)NC1CCN(C(=O)C2CCN(c3oc(-c4ccco4)nc3C#N)CC2)CC1 | 1
CC(C)(C)c1nnc(Nc2ccc(Br)cc2)[nH]c1=O | -19
CCCCc1c(-c2ccccc2F)ncn1CCc1ccccc1OC | 4
CCOC(=O)[C@]12CCC=C1N(Cc1ccccc1)C(=O)[C@H](CC(=O)N1CCOCC1)C2 | -2
CC(C)(C)OC(=O)NCc1nnc(C(C(=O)OCc2ccccc2)c2ccccc2)s1 (centres undefined) | 1
CC(C)(C)c1ccc(NC(=O)CCc2ncc(-c3ccccc3)o2)cc1 | -8
COc1ccc(/C=C(/C#N)c2nc3ccccc3[nH]2)cc1C | 2
CCCCn1nc(C(=O)NCC(c2ccco2)N2CCCC2)c2ccccc2c1=O (centres undefined) | 0
CC(C)CCNC(=O)CSCc1coc(-c2ccc(Cl)cc2)n1 | -8
N#Cc1ccc(CN2CCN(c3oc(C4CC4)nc3C#N)CC2)cc1 | 18

Already shown: an excerpt of the list.
SMILES | LDHA block
CCCCCn1nc(C(=O)N(CCC(=O)OCC)CC2CC2)c2ccccc2c1=O | 8
C/C=C/Cn1c(SC(C)CC)nc2c1c(=O)[nH]c(=O)n2C (centres undefined) | -6
O=C(CSc1nc2cc(Cl)ccc2s1)NCCc1ccccc1 | 4
CCN(C(=O)c1cc2c(s1)CCC2)C1CC1 | 1
COCCCn1cc(CN2CC(N3CCN(Cc4cccc(C)c4)CC3)CS2(=O)=O)nn1 (centres undefined) | -2
CCCCC(=O)Nc1oc2c(C)cccc2c(=O)c1-c1cc(OC)c(OC)c(OC)c1 | -3
CC(Nc1ccc([N+](=O)[O-])cn1)c1ccc(C(F)(F)F)cc1 (centres undefined) | 6
CCCCC(=O)Nc1cccc(-c2nc3cc(C)ccc3o2)c1 | -6
COc1ccc(/C=C(/C#N)C(=O)Nc2cccc3ncccc23)cc1OC | 4
O=C(c1ccc(F)cc1Cl)N1CCN(c2cn[nH]c(=O)c2Cl)CC1 | 0
CC(=O)NC1CCN(C(=O)C2CCN(c3oc(-c4ccco4)nc3C#N)CC2)CC1 | 1
CC(C)(C)c1nnc(Nc2ccc(Br)cc2)[nH]c1=O | -19
CCCCc1c(-c2ccccc2F)ncn1CCc1ccccc1OC | 4
CCOC(=O)[C@]12CCC=C1N(Cc1ccccc1)C(=O)[C@H](CC(=O)N1CCOCC1)C2 | -2
CC(C)(C)OC(=O)NCc1nnc(C(C(=O)OCc2ccccc2)c2ccccc2)s1 (centres undefined) | 1
CC(C)(C)c1ccc(NC(=O)CCc2ncc(-c3ccccc3)o2)cc1 | -8
COc1ccc(/C=C(/C#N)c2nc3ccccc3[nH]2)cc1C | 2
CCCCn1nc(C(=O)NCC(c2ccco2)N2CCCC2)c2ccccc2c1=O (centres undefined) | 0
CC(C)CCNC(=O)CSCc1coc(-c2ccc(Cl)cc2)n1 | -8
N#Cc1ccc(CN2CCN(c3oc(C4CC4)nc3C#N)CC2)cc1 | 18

(list continues)
SMILES | LDHA block
CCN(CC)C(=O)CN(C)c1nc2ccccc2o1 | 10
Cc1ncc(-c2ccc(S(=O)(=O)Nc3ccc(C)c(F)c3)cc2)o1 | -31*
COc1ccc(C(=O)C2CCN(C(=O)/C=C/c3cccc(C(F)(F)F)c3)CC2)cc1 | -2
COc1ccc(-c2cc(-c3ccc(OC)cc3)on2)cc1 | 2
Fc1cccc(-c2nc(COc3ccccc3F)co2)c1 | -20
Cc1nn(C)c2c(=O)n(CC(=O)NCc3ccccc3C(F)(F)F)ccc12 | 4
CC(C)(C)c1ccc(C(=O)NCC(=O)OC(C(=O)Nc2cc(C(F)(F)F)ccc2Cl)c2ccccc2)cc1 (centres undefined) | 0
Cc1ccc2c(CN3C(=O)c4ccccc4S3(=O)=O)cc(=O)oc2c1 | 9
CC1CCN(c2nc3c(c(=O)n(C)c(=O)n3C)n2CC(=O)c2ccc(Br)cc2)CC1 | -2
CN(CCC(=O)NC(=O)NCc1ccccc1)Cc1ccccc1 | -24
CC(=O)c1ccc(S(=O)(=O)NCCC(=O)N2CCN(CC(=O)Nc3cccc(F)c3)CC2)cc1 | -17
FC(F)(F)c1ccc(Cl)c(N/N=C/c2ccc(Br)cc2)c1 | 7
CC(C#N)OC(=O)c1cc(-c2cccs2)nc2ccccc12 (centres undefined) | 0
CCc1ccc(OC(=O)c2ccc(OC)cc2)c(Br)c1 | -4
O=S(=O)(c1ccc(F)cc1)N1N=C(c2ccccc2)CC1c1ccc2nccnc2c1 (centres undefined) | 4
COc1ccc(NC(=O)Cc2cnc(-n3cccc3)s2)cc1OC | 7
CN(C)CCCN(Cc1cccs1)C(=S)NCc1ccccc1 | 5
CCCOC(=O)C1=C(C)N(C)C(=O)NC1c1cc(Cl)c(O)c(OC)c1 (centres undefined) | 8
Fc1ccc(Br)cc1-c1nc2cc3c(cc2[nH]1)OCCO3 | 11
Cc1ccc(NS(=O)(=O)c2cc3c(cc2Cl)NC(=O)CO3)cc1C | -7
CC(C)c1nnc(SCC(=O)N(C)CCOc2ccc(Br)cc2)n1Cc1ccco1 | 3
O=C(O)c1ccc(-c2ccc(CNCc3ccccc3)o2)cc1 | 11
C[N+](C)(C#CCc1ccccc1)C/C(Cl)=C(\Cl)c1ccccc1 | 12
CCn1c(SCC(=O)NCc2cccs2)nnc1-c1ccc2c(c1)OCCCO2 | 4
Cc1ccc(-n2nnc(C(=O)OCc3ccccc3C)c2C)cc1 | -13
COc1cc(NC(=O)C(c2ccccc2)c2ccccc2)c(OC)cc1Cl | 11
Cc1ccc(C(C)NC(=O)Cc2c(C)[nH]c3ccccc23)o1 (centres undefined) | -9
Cc1ccc(-c2ccc(=O)n(Cc3noc(C(=O)NCCc4cccs4)n3)n2)cc1 | -1
COCCNC(=O)COC(=O)c1cc(C)nc2ccccc12 | -4
COc1ccc(NS(=O)(=O)c2cccc(C(=O)N3c4ccccc4CC3C)c2)cc1 (centres undefined) | 0
Cc1ccc(-c2nc3nc(C)cc(Nc4ccc(N(C)C)cc4)n3n2)cc1 | 3
COc1ccc(NC(=O)CSC2=C(C#N)C(c3ccc(Cl)cc3)C(C(C)=O)=C(C)N2)cc1 (centres undefined) | 12
CC(N)c1ccc(OC(F)F)cc1 (centres undefined) | 5
COc1ccc(CCn2c(SCC(N)=O)nc3c2c(=O)n(C)c(=O)n3C)cc1 | 5
O=C(NN=C(/C=C/c1ccccc1)/C=C/c1ccccc1)C(c1ccccc1)c1ccccc1 | 3
O=C(OCc1ccccc1)c1c[nH]c2ccccc12 | 13
COc1ccc(CNC(=O)C(F)(F)F)cc1 | 2
CCCNC(=O)c1ccccc1-c1ncc(-c2ccccc2)o1 | 5
CN(C)C(=O)Cc1cccc(C(F)(F)F)c1 | 1
O=Cc1ccc(OCc2ccc(Cl)cc2Cl)cc1 | 2
O=CN1CCN(C(C(=O)O)c2cn(CC(=O)O)c3ccc(Br)cc23)CC1 (centres undefined) | -10
CCOC(=O)CN(CC)Cc1ccco1 | 10
COc1ccc(C2=NN(C(=O)CSc3nc4ccccc4[nH]3)C(c3ccco3)C2)cc1 (centres undefined) | 0
Cc1cc(C(=O)N2CCN(S(=O)(=O)c3ccc4c(c3)CCC4)CC2)c(C)n1C1CC1 | 3
COc1ccccc1Nc1nc2nccc(-c3ccccc3OC)c2c(=O)[nH]1 | -7
COc1ccc(C(=O)c2sc(Nc3ccc(C)cc3)nc2N)cc1OC | 5
CCc1cc(Nc2ccc(OC)cc2)n2ncnc2n1 | 0
NS(=O)(=O)c1ccc(CCNc2ncnc3c2cnn3-c2ccccc2Cl)cc1 | -1
COc1cc(/C=C2/NC(=O)NC2=O)ccc1OCc1ccc(C(=O)O)cc1 | 1
Cc1ccc2nc(C)cc(C(=O)OC(C)C(=O)NCC(C)C)c2c1 (centres undefined) | -30*
O=C(NCc1ccc2c(c1)OCO2)c1n[nH]nc1Nc1ccc(OCc2ccccc2)cc1 | 5
CCCCc1c(-c2ccc(F)cc2F)ncn1CCc1ccccc1OC | 4
COc1ccc(-c2nc(C#N)c(NC3CC3)o2)cc1 | 0
CC1CCc2noc(NC(=O)COc3ccc(C(C)C)cc3)c2C1 (centres undefined) | 10
CCN(C(=O)Cn1c(CN2CCOCC2)nc2ccccc21)c1ccccc1 | 8
COc1ccc(NC(=O)Cc2c(C)c3c(OC)cc(C)cc3oc2=O)c(OC)c1 | 1
COC(=O)c1ccc(OC(=O)/C=C/c2ccc(Br)o2)cc1 | 6
Cc1cccc(C(=O)Nc2sc(C)c(C)c2C#N)c1 | 1
Cc1cc(=O)n(CC(=O)N2CCCC2)c(-c2ccccc2)n1 | -6
COc1ccc(OCCNC(=O)c2ccc3c(c2)NC(=O)CS3)cc1 | 7
Next part:
SMILES | LDHA block
CCOCCCNCc1c(F)cccc1Cl | -1
CCN(Cc1cccc(C)c1)Cn1ncc2cn(-c3ccccc3)nc2c1=O | -12
Cc1cc(SC(C)C(=O)Nc2sccc2C(N)=O)nc2ccccc12 (centres undefined) | -7
Cc1ccc(CN(CC(=O)NC(C)(C#N)C2CC2)C(C)C)s1 (centres undefined) | 0
CC(C)C(NC(=O)c1ccc(Cl)cc1)C(=O)NCc1cnn(-c2ccccc2)c1 (centres undefined) | 7
COc1cc(NC(=O)c2nc3ccccc3nc2OC)cc(OC)c1 | -14
O=C(/C=C/c1ccc(F)cc1)c1ccc(-c2ccccc2)cc1 | 3
COc1ccc(C(=O)c2c(N)c(C(=O)Nc3ccccc3)c3ccccn23)cc1 | 3
COC(=O)c1ccc(NC(=O)COc2ccc3c(C)c(C)c(=O)oc3c2)cc1 | 5
O=C(OCC(=O)N1CCCCCC1)c1ccccc1-c1nc2ccccc2s1 | 3
O=C(Nc1ccccc1F)c1cc(CN2CCOCC2)on1 | 1
Cc1ccc(-c2cc(C(=O)OC(C)C(N)=O)c3ccccc3n2)cc1 (centres undefined) | 7
CCc1ccc(NC(=O)C2CCn3c(C(=O)c4ccccc4)ccc32)cc1 (centres undefined) | 3
Cc1ccc(NC(=O)CCc2c[nH]c3ccccc23)cc1 | 9
CC1c2ccsc2CCN1C(=O)c1n[nH]c(=O)c2ccccc12 (centres undefined) | -5
O=C(CCc1nnc2ccc(NCc3ccccc3)nn12)N1CCN(c2ccccc2)CC1 | 7
C=CCn1c(SCc2coc(-c3cccc(F)c3)n2)nnc1C1CCS(=O)(=O)C1 (centres undefined) | -2
O=C(CN1CCCC1c1ccc2c(c1)OCCCO2)Nc1ccccc1Cl (centres undefined) | 7
CCS(=O)(=O)c1ccc(NCc2cccc(F)c2)cc1 | -2
CN(Cc1ccccc1)C(=O)/C=C/c1cccs1 | 9
Cc1cccc(C(C)C)c1NC(=O)/C=C/c1cccs1 | 4
CCNc1c(NC(=O)c2c(F)cccc2F)c(=O)oc2ccccc12 | 0
O=C(Cn1ccc2c(Cl)cccc21)Nc1nnc(C2CC2)s1 | -8
C=CCN1C(=O)c2ccccc2N2C(=O)CCC12C(=O)OCc1cc(=O)oc2cc(C)c(C)cc12 (centres undefined) | -2
COC(=O)c1ccc2nc(-c3ccc(Cl)cc3)c(CC3CCCCC3)n2c1 | -2
CC(C)OCCCNC(=S)NC1CCCC1 | -17
O=C(/C=C/c1csc(-c2ccccc2)n1)c1ccccc1 | 5
CCn1c(CC23CC4CC(CC(C4)C2)C3)nnc1SCc1ccc(F)cc1 | 12
COC(=O)[C@]12CCCCC=C1N(Cc1ccco1)C(=O)[C@H](CC(=O)NCc1ccc(C)o1)C2 | -4
CC1CCC(NC(=O)c2ccc3ccccc3n2)CC1 (centres undefined) | -5
CCNc1c(NS(=O)(=O)c2ccc(F)c(F)c2)c(=O)oc2ccccc12 | -6
CCN(Cc1ccccc1)C(=O)C1CCN(c2nc3ccccc3o2)CC1 | 6
O=C(OCc1coc(-c2ccccc2)n1)C1=NN(C2CCS(=O)(=O)C2)C(=O)CC1 (centres undefined) | 3
COc1cc(NC(=O)C2=C(C)OCCS2)c(Cl)cc1C(=O)NCc1cccnc1 | -10
O=C(NCC1CN(Cc2ccccc2)CCO1)C1CCCC1 (centres undefined) | 10
Cc1ccc2c(Cl)cc(Cl)c(OCC(=O)N3CCCCCC3)c2n1 | 14
COc1ccc2c(C)c(CCC(=O)Nc3c(C)cccc3C)c(=O)oc2c1 | 1
Cc1ccccc1CN(C)C(=O)CCc1nc2ccccc2s1 | 2
CCOC(=O)c1ccc(Oc2coc3cc(OCC=C(C)C)ccc3c2=O)cc1 | 10
